Screening results from PubChem.
FXIa inh 1536: factor XIa (human) inhibition; P03951; purified FXIa, Boc-Glu-Ala-Arg-AMC fluorogenic substrate; inhibition, % at 5 µM; hit rate 0.14% among 220,000;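 active means inhibition of at least 40%; inactive means inhibition below 40%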;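 further: fluorescence of freed AMC excited at 355 nm; 0% = enzyme without compound and 100% = no enzyme blank; many of its hits are not listed in these tables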
FXIIa inh 1536: factor XIIa (human) inhibition | hit rate 0.3% among 220,000 | AID 800 | purified FXIIa, Boc-QGR-AMC fluorogenic substrate, 2 h | P00748 | inhibition, % at 5 µM; in the data active means inhibition above about 40%;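 further: 0% = enzyme with no compound and 100% = blank without enzyme; many of its hits are not listed in these tables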
TNF death inh: blocks TNF-alpha induced death of Jurkat FADD-/- cells | AID 463075 | activation (protection from cell death), % at 10 µM | Jurkat FADD-/- TNF necroptosis rescue, ATP luminescence, 24 h; 0 = TNF only, 100 = no-TNF cells | hit rate 0.068% among 220,000;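 active means activation, meaning protection from cell death, of at least 50% relative to plate controls; inactive means activation below 50%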;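 further: necroptosis triggered by 40 ng/mL TNF-alpha added together with compound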
Wee1 degr inh: human Wee1 degradation inhibition, primary screen; HeLa Luc-Wee1K328M stability, luciferase luminescence; 100% = proteasome inhibitor MG132 effect; reporter increase, % at 5 µM; hit rate 1.2% among 220,000; AID 1321;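 active means activation above the mean of all tested compounds plus 3 SD, set per screening run, cut at about 8.8% in these data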;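 further: cells exposed to compound for 20 h before luminescence read; 0% = DMSO alone and 100% = MG132 at 30 µM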
Target sequence (P30291 whole entry K328M): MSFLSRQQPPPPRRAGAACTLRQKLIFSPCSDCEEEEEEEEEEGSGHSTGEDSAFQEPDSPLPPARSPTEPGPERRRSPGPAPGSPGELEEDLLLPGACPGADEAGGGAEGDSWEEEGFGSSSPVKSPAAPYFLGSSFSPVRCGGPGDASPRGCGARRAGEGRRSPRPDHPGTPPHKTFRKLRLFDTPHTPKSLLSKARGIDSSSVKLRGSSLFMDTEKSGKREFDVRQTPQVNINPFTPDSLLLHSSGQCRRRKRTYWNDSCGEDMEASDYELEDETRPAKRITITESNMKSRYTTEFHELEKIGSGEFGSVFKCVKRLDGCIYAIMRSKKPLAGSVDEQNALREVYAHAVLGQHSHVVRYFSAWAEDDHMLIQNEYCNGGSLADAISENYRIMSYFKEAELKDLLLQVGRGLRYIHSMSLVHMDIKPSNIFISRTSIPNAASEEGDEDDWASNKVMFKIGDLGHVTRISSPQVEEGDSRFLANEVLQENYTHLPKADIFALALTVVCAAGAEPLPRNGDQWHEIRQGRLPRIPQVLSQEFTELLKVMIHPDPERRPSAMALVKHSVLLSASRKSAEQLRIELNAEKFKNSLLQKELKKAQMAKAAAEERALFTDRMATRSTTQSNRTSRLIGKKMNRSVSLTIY
L929 necroptosis: L929 zVAD cell death inhibition. AID 1377. viability rescue, % at 10 µM. hit rate 0.38% among 220,000. L929 zVAD necroptosis rescue, ATP luminescence, 24 h; with zVAD 60 µM;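 active means activation, scaled between plate controls, above about 75%, limit read from the data; inactive means activation under that limit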;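 further: 0% = zVAD with DMSO and 100% = DMSO alone without zVAD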
PGE2 EP2 inh: blocks the human prostaglandin E2 receptor EP2; C6 glioma cells expressing human EP2, cAMP TR-FRET; cells stimulated with saturating PGE2; hit rate 0.52% among 260,000; inhibition, % at 25 µM; P43116;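 active means percent inhibition above 40 after rounding to a whole number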;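 further: rat C6 glioma host cells with rolipram phosphodiesterase inhibitor present; the protocol text gives 20 µM as final concentration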
Target sequence (P43116 whole entry, looked up): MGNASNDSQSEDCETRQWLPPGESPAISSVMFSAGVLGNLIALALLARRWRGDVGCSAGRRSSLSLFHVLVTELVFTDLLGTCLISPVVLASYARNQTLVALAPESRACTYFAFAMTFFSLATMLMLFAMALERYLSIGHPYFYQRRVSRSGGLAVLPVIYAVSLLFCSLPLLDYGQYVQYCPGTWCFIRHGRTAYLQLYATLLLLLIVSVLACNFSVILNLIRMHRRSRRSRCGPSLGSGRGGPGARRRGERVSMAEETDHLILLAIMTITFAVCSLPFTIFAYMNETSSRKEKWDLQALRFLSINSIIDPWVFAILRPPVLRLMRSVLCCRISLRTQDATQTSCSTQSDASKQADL
TbHK1 inh: T. brucei hexokinase 1 inhibition. recombinant TbHK1, G6PDH-coupled NADH A340. inhibition, % at 10 µM. hit rate 0.11% among 220,000;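 active means inhibition of 50% or more in the single-dose primary screen; inactive means inhibition below 50%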
CHOP inhibitor: blocks CHOP induction under ER stress | AID 2732 | CHO-K1 CHOP-promoter luciferase, tunicamycin-induced, 15-18 h | inhibition, % at 10 µM | hit rate 3.8% among 220,000;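 active means compounds that reduced the stress-induced luciferase reporter signal by more than about 70% of percent inhibition, limit read from the data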;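 further: 0% = tunicamycin plus vehicle and 100% = wells without tunicamycin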
PPC-1+TRAIL kill: PPC-1 cancer cell killing with TRAIL present; cell killing (% activity), % at 4 µM; PPC-1 cells + TRAIL, ATPLite viability luminescence; hit rate 0.41% among 220,000;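 active means cell killing above 50% in the first pass at 4 µM, then a duplicate retest at 5 µM averaging 50% or more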;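 further: plate controls were cells with TRAIL plus DMSO for no effect and medium-only wells lacking cells for full effect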
* marks the source's active call; other numbers are inactive results; . = no result given. These rows are one share of the data (hit frequency here may not be typical).

Sequence of screens: FXIa inh 1536 | FXIIa inh 1536 | TNF death inh | Wee1 degr inh | L929 necroptosis | PGE2 EP2 inh | TbHK1 inh | CHOP inhibitor | PPC-1+TRAIL kill
1) O=C(CSc1ncccn1)N1CCCc2ccccc21
    -1.1 | 8.4 | -0.1 | 2.6 | 0.9 | 8.2 | -11.1 | 16.2 | 1.0
2) Cc1ccc(C(C)NC(=O)C23CC4CC(CC(C4)C2)C3)cc1 (stereo unspecified)
    -3.6 | 6.3 | 3.7 | 0.0 | 0.9 | 3.5 | 0.0 | 17.6 | 13.4
3) O=c1[nH]cnc2cc(-c3ccccc3)sc12
    -11.0 | -7.0 | -0.3 | -0.2 | 57.8 | 11.1 | 22.3 | -10.7 | 29.8
4) O=C(COc1ccccc1)NNc1nc2c(F)cc(F)cc2s1
    8.2 | 8.6 | 0.4 | 3.8 | -1.0 | 2.1 | 19.0 | 7.2 | 9.2
5) COc1ccc(NC(=O)c2cccc(C#N)c2)cc1NS(=O)(=O)c1ccc(F)cc1
    4.1 | 11.3 | 2.5 | -3.5 | 0.6 | 6.7 | 21.5 | 10.7 | 9.2
6) CS(=O)(=O)N(Cc1ccc(Cl)cc1)c1ccc(C(=O)NCCC2=CCCCC2)cc1
    -4.4 | 21.2 | 1.5 | 5.8 | 0.3 | 5.6 | -11.5 | 15.8 | 20.7
7) COc1ccc(F)cc1C(=O)C1CCCN(Cc2ccc(Oc3ncccn3)cc2)C1 (stereo unspecified)
    -6.0 | -2.3 | 2.6 | 0.5 | -1.6 | 1.9 | -6.9 | -16.2 | 7.2
8) CC(=O)c1ccc(S(=O)(=O)Nc2cccc(-c3cn4c(n3)SCC4)c2)cc1
    -6.5 | 2.0 | 2.7 | 5.7 | 0.3 | 3.9 | -1.1 | -11.6 | 4.9
9) CCc1cccc2c(C(=O)CSc3nncn3-c3ccccc3OC)c[nH]c12
    6.5 | 10.9 | 2.6 | -2.2 | 1.4 | 9.5 | -0.6 | 19.7 | 26.8
10) O=S(=O)(Nc1nc2ccccc2nc1NCc1ccco1)c1ccc(Cl)cc1
    -8.3 | -10.3 | -2.7 | 0.1 | 0.1 | 21.3 | 1.7 | 32.9 | 24.8
11) O=C(CCC1N=C2c3ccccc3N=C(SCc3ccc(F)cc3)N2C1=O)NCc1ccco1 (stereo unspecified)
    -0.5 | 7.9 | 1.6 | 0.1 | -0.4 | 13.8 | -9.4 | 2.6 | 14.2
12) COCc1c(Br)c(C)nc(OCC(=O)N/N=C/c2cc(C)n(-c3ccc([N+](=O)[O-])cc3)c2C)c1C#N
    13.3 | 4.0 | -0.4 | 2.1 | 0.9 | 9.9 | -11.3 | 53.5 | 9.6
13) COCc1cc(=O)[nH]c2cc(NC(=O)C(F)(F)F)c(C)cc12
    -8.6 | -5.4 | -2.6 | 0.1 | -0.2 | 3.5 | -25.2 | -8.4 | -0.9
14) CC(C)OC(=O)c1nn2c(C(F)(F)F)cc(-c3ccc(Br)o3)nc2c1Br
    4.4 | 16.9 | 0.6 | 2.4 | 0.8 | 7.8 | -3.0 | 21.8 | -5.7
15) COc1cccc(CNC(=O)c2ccc(NC(=O)C3CCCO3)cc2)c1 (stereo unspecified)
    1.4 | 2.2 | 1.3 | -2.1 | 2.9 | 8.8 | 0.1 | -13.8 | 11.4

Just PGE2 EP2 inh, FXIIa inh 1536 and Wee1 degr inh (two entries from above):
entry | smiles | PGE2 EP2 inh | FXIIa inh 1536 | Wee1 degr inh
3 | O=c1[nH]cnc2cc(-c3ccccc3)sc12 | 11.1 | -7.0 | -0.2
4 | O=C(COc1ccccc1)NNc1nc2c(F)cc(F)cc2s1 | 2.1 | 8.6 | 3.8

New compounds follow.
Sequence of screens: FXIa inh 1536 | FXIIa inh 1536 | TNF death inh | Wee1 degr inh | L929 necroptosis | PGE2 EP2 inh | TbHK1 inh | CHOP inhibitor | PPC-1+TRAIL kill
16) c1cncc(Nc2nc(-c3cccs3)cs2)c1
    -2.2 | 5.8 | -4.9 | 0.8 | -0.1 | 6.3 | -5.0 | 25.1 | 20.2
17) Cc1ccc(-n2nnnc2SC(C)C(=O)Nc2ccccc2-c2ccccc2)cc1 (stereo unspecified)
    -1.7 | 2.6 | 1.2 | -1.1 | 0.4 | 5.1 | -3.0 | 19.0 | -2.9
18) O=C(O)C1CC(=O)N(c2ccc(OCc3ccc(Cl)cc3Cl)cc2)C1 (stereo unspecified)
    6.1 | 8.0 | 0.0 | 0.0 | 1.1 | 5.4 | -7.8 | 3.1 | 9.4
19) O=[N+]([O-])c1ccc(Cl)c(CN2CCSCC2)c1
    -4.7 | 2.3 | 2.4 | -1.5 | 0.1 | 12.3 | 5.1 | 25.6 | 18.2
20) CN(C)CCNc1nc2c(c(=O)[nH]c(=O)n2C)n1CCCc1ccccc1
    0.6 | 10.3 | 0.6 | -2.9 | 0.2 | 9.5 | 2.5 | 26.1 | -1.0
21) O=P(/C(=N/O)Sc1ccccc1)(N1CCOCC1)N1CCOCC1
    -0.4 | 10.8 | -2.7 | -4.5 | -0.3 | -0.2 | -2.5 | 2.9 | 28.6
22) C=CCn1c(SCC(=O)Nc2cccc(C)c2)nnc1-c1cnccn1
    -7.6 | 5.0 | 0.3 | 1.6 | -0.3 | 7.9 | -0.3 | 3.5 | 11.5
23) COCc1cc(=O)n2[nH]c(SCc3ccccc3)nc2n1
    -2.8 | 8.3 | -0.8 | 6.5 | 0.7 | 10.8 | 0.3 | -5.2 | 18.7
24) c1ccc(CCc2nn3c(C4COc5ccccc5O4)nnc3s2)cc1 (stereo unspecified)
    4.7 | 1.7 | 1.5 | -2.9 | 1.3 | 7.8 | 1.3 | 3.2 | -5.5
25) CC(C)N(Cc1cn[nH]c1-c1ccc(-c2ccccc2)cc1)Cc1nccn1C
    -6.9 | 5.9 | 1.3 | -1.5 | 4.2 | 1.9 | 4.9 | -1.7 | 0.3
26) COCCCNC(=S)Nc1ccc(C)cc1
    1.3 | 10.1 | 0.2 | 1.6 | -0.5 | 5.4 | -7.2 | 1.3 | 8.5
27) C#CCOCCOCCOCCNc1nc(N2CCN(C(=O)[C@H]([C@@H](C)CC)n3cc([C@@H](N)Cc4ccc(O)cc4)nn3)CC2)nc(N2CCN(C(=O)[C@H](Cc3cc4ccccc4[nH]3)n3cc([C@@H](N)C(C)CC)nn3)CC2)n1 (stereo partly specified)
    0.7 | 7.9 | -0.3 | -1.5 | -0.4 | . | -8.2 | -11.1 | 8.5
28) NC(=S)N=Nc1c(O)n(CCCl)c2ccc(Br)cc12
    -4.2 | 3.4 | -4.8 | -1.9 | -0.5 | 8.9 | -19.2 | -37.4 | -3.2
29) CCOc1cc([C@H]2[C@@H]3CCCC[C@]3(O)CCN2CC(=O)NCc2ccco2)ccc1O
    2.4 | 11.8 | -0.1 | -2.4 | 0.6 | 4.6 | -2.4 | 15.1 | 2.4
30) COC(=O)C1CCN(C(=O)c2cc3c(=O)n4cccc(C)c4nc3n2Cc2ccccc2)CC1
    -3.8 | -4.5 | -2.3 | 2.4 | 0.9 | 12.7 | -4.1 | 25.1 | 12.0
31) CCOC(=O)Cc1nn(Cc2nc(-c3ccc(C)cc3)cs2)c(=O)c2ccccc12
    -3.0 | 3.1 | 1.8 | 5.7 | 0.2 | 5.2 | 1.3 | -4.7 | 4.7
32) COc1ccc(CN(C)C2c3ccccc3-c3ccccc32)cc1
    1.8 | 9.3 | 1.1 | -1.2 | -0.4 | 4.7 | 2.8 | 106.1* | 0.0
33) COc1ccc(-n2cnc3cc(C(=O)NC4CCCC4)ccc32)cc1
    0.6 | 6.2 | 2.9 | 1.2 | 76.5* | 5.8 | -7.4 | 14.8 | 6.6
34) COc1cccc(-c2nn(-c3ccccc3)cc2CN(C)Cc2ccon2)c1
    -1.9 | 10.6 | 0.5 | 4.5 | 6.0 | 4.8 | 0.3 | 13.9 | 9.3
35) CCN(C(=O)CN1CCc2ccccc21)c1c(N)n(Cc2ccccc2)c(=O)[nH]c1=O
    5.3 | 10.0 | 0.2 | -1.3 | 0.2 | 7.8 | 11.1 | -31.2 | 1.8
36) COc1ccc(NS(=O)(=O)c2ccc(-c3n[nH]c(=S)n3Cc3ccccc3)cc2)cc1
    -5.3 | 0.6 | -0.5 | -2.8 | 0.0 | 11.8 | -4.5 | -3.9 | 5.9
37) Cc1nc2ccccn2c1C(=O)NC1CCCCC1
    -0.1 | 9.7 | 2.9 | -0.4 | 9.1 | 14.5 | 1.9 | -12.9 | 7.6
38) COc1ccc(NC(=O)C(Br)C(C)C)cc1 (stereo unspecified)
    1.7 | 5.0 | 10.2 | 0.8 | 1.3 | 4.7 | -0.8 | -0.7 | 10.8
39) COC(=O)C(Nc1ccccc1Cl)(c1cc(C)c(O)c(C)c1)C(F)(F)F (stereo unspecified)
    -0.3 | -2.8 | -2.4 | 2.8 | 0.1 | 12.7 | 10.5 | 109.3* | 17.0
40) CC(C)=C1C2C=CC1C(C(=O)Nc1cc(C)ccc1C)C2C(=O)O (stereo unspecified)
    -9.1 | 2.2 | 1.7 | 3.1 | 0.2 | 9.6 | 0.1 | 5.2 | 2.4
41) CCCCNc1c(NC(C)=O)c(=O)oc2ccccc12
    -5.5 | -2.1 | 1.4 | -2.6 | . | 7.9 | 2.0 | 18.2 | 14.6
42) CCOC(=O)C1(CC2CCCCO2)CCN(Cc2nccn2-c2cccc(C)c2)CC1 (stereo unspecified)
    0.1 | 5.1 | -0.9 | 3.0 | 0.4 | 3.0 | -2.7 | 0.0 | -20.1
43) CC(=O)c1sc(Nc2nc3cc4c(cc3s2)OCO4)nc1C
    0.5 | 8.8 | 1.2 | -0.6 | 2.6 | 5.3 | -8.1 | -36.8 | 11.8
44) CC1(C)Cc2c(C#N)c(SCC(=O)c3ccccc3)nc(N3CCOCC3)c2CS1
    -2.6 | -2.2 | 0.6 | 1.4 | 0.5 | 13.7 | -13.2 | 39.4 | 16.1
45) CN(C)C(=O)COn1c(SCC(=O)N(C)C)nc2ccccc2c1=O
    0.4 | 13.5 | -0.2 | 5.9 | -0.1 | 5.9 | 3.1 | 35.1 | 12.5
46) CCCOc1ccc(C(=O)OCC(=O)c2c(N)n(C)c(=O)n(C)c2=O)cc1OCC
    -3.9 | 0.4 | 1.0 | -3.0 | 0.4 | 0.2 | -7.3 | -1.8 | 2.8
47) O=C(CN1C(=O)c2ccccc2C1=O)NCC(=O)OCC(=O)c1ccc(Cl)cc1
    -1.0 | 5.7 | 0.0 | -1.5 | . | 12.9 | 3.4 | 5.4 | 3.1
48) O=C(CCSCc1ccccc1)Nc1ccc2c(c1)OCCO2
    2.1 | 8.4 | 0.6 | -1.4 | 3.8 | 12.9 | 9.1 | -18.4 | 11.7
49) Nc1c(S(=O)(=O)c2ccccc2)csc1C(=O)O
    10.6 | 5.7 | 0.4 | -0.3 | -1.8 | 4.4 | -6.6 | -1.4 | 6.6
50) Cc1ccc(-c2cn(S(=O)(=O)c3ccc(C)cc3)nc2N)cc1
    -6.5 | 9.1 | 1.4 | -2.3 | 0.5 | 7.5 | 2.4 | 79.4* | 19.4
51) Cc1ccc(-n2c(=O)cc(N3CC(C)CC(C)C3)[nH]c2=O)cc1 (stereo unspecified)
    6.0 | 8.3 | 1.5 | 1.2 | -0.2 | 10.5 | 36.6 | -7.8 | 6.5
52) CCCN1C(=O)/C(=C/c2ccc(C)o2)SC1=Nc1ccc(OCC)cc1
    -3.2 | 13.8 | 0.0 | -1.4 | -0.7 | 1.5 | 0.7 | 29.5 | -12.3
53) Cc1nc(SCC(=O)NCc2ccccc2)c2c(=O)n(C)c(=O)n(C)c2n1
    1.8 | 9.1 | 1.7 | -2.1 | 1.9 | 12.4 | -1.7 | 8.4 | 31.0
